Source: PubChem BioAssay (National Center for Advancing Translational Sciences (NCATS))
rTrxR1 inhibitor – rat TrxR1 inhibition; recombinant rTrxR1, NADPH fluorescence consumption, selenite substrate; AID 588453; Potency, µM (series often up to 114 µM), for inactives: top-dose activity change, negative = inhibition, usual class: inhibitors; actives 1% (n = 390,000); O89049; also: % is scaled to controls: 0 for no effect and ±100 for the full control effect; nearly all actives have a fitted effect of over 65% in size
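Rat TrxR1 (90 nM in the dispensed reagent) was pre-reduced with 400 uM NADPH for 5 min at room temperature, then incubated with compound for 15 min. After 400 uM selenite was added, NADPH fluorescence (Ex 340/Em 450 nm) was followed for 8 min.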
GLS inh – glutaminase GLS (human) inhibition. GLS enzymatic activity, qHTS titration. Potency, µM (top dose mostly 45.5 µM), for the others: at the top dose activity change, negative = inhibition, most hits filed as inhibitors. actives 0.21% (n = 410,000). AID 624170; also: % is scaled to controls: 0 for no effect and ±100 for the full control effect
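Enzyme dispensed in phosphate buffer (45 mM, pH 8.2, 0.02% Tween-20), compounds pinned in, then 1 mM L-glutamine solution and the glutamate oxidase–HRP–Amplex Red mix added; fluorescence read immediately and again after 30 min at room temperature.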
HP1b binding inh – inhibitors of HP1-beta chromodomain binding to methylated histone tails | P83916 | AlphaScreen HP1-beta / biotin-H3K9me3 peptide binding | Potency, µM (top dose mostly 114 µM), without a hit: at the highest dose activity change, negative = inhibition, most hits filed as inhibitors | actives 0.56% (n = 390,000) | AID 540317; also: nearly all actives have a fitted effect of over 70% in size; inactives centre near 23
Target sequence (P83916 whole entry, looked up): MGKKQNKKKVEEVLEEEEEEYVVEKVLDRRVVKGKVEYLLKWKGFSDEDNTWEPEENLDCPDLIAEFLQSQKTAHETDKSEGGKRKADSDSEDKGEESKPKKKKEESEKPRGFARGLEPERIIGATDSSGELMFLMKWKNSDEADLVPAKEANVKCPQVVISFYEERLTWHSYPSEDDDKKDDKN
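Compound inhibition of the preformed complex between 50 nM HP1-beta and 50 nM biotinylated H3K9me3 peptide was read by AlphaScreen. Buffer was PBS pH 7.4 with 0.01% Tween-20. Incubations ran 30 min at room temperature, with 10 ug/mL donor/acceptor beads.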
ALOX12 inh – inhibitors of human 12S-lipoxygenase ALOX12; Potency, µM (doses to about 108 µM), without a hit: at the highest dose activity change, negative = inhibition, actives largely listed as inhibitors; actives 1.1% (n = 580,000); purified 12hLO, xylenol orange hydroperoxide absorbance; also: % is scaled to controls: 0 for no effect and ±100 for the full control effect
Target sequence (P18054 whole entry, looked up): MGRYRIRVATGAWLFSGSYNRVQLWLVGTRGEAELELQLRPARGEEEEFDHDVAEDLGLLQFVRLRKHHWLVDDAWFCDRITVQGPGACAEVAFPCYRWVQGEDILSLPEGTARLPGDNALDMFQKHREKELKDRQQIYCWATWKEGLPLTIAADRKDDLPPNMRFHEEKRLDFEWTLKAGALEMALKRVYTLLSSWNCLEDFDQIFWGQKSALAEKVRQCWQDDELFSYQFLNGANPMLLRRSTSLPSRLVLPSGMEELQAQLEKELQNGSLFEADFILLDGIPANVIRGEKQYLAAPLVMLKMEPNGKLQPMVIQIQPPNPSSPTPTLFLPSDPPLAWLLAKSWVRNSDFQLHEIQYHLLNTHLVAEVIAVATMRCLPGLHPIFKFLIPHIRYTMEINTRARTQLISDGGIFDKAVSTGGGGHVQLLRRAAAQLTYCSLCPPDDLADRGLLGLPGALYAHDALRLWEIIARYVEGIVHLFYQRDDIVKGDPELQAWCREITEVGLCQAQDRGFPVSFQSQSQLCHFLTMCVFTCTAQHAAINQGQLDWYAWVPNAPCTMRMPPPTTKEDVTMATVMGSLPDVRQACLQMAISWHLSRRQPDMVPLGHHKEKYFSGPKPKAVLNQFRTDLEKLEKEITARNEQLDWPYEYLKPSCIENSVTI
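Purified human 12hLO at 150 nM in 25 mM Hepes, 0.01% Triton X-100, pH 7.0, preincubated 15 min at room temperature with compound. Reaction started with 40 uM arachidonic acid, 30 min at room temperature. Hydroperoxide measured by Fe-xylenol orange, 573/405 nm absorbance ratio.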
JMJD2A Tudor – JMJD2A Tudor domain (human) inhibition. AlphaScreen JMJD2A-Tudor / H3K4me3 peptide binding. O75164. actives 4.4% (n = 390,000). Potency, µM (series often up to 114 µM), for inactives: at the top dose activity change, negative = inhibition, most hits filed as inhibitors; also: % is scaled to controls: 0 for no effect and ±100 for the full control effect; nearly all actives have a fitted effect of over 50% in size
RGS4 inhibitor – inhibitors of human regulator of G protein signaling 4. P49798. Potency, µM (highest dose often 114 µM), for the others: at the top dose activity change, negative = inhibition, most hits filed as inhibitors. actives 0.039% (n = 390,000). Transcreener GDP fluorescence polarization, RGS4-accelerated GTP hydrolysis; also: % is scaled to controls: 0 for no effect and ±100 for the full control effect; nearly all actives have a fitted effect of over 75% in size; some results filed as inactive show a strong effect at the top dose
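MLSMR compounds (23 nl, pin-transferred) preincubated 10 min at room temperature with a 500nM (2x) first reagent, then RGS4 at 900nM (2x) plus Transcreener GDP mix added; fluorescence polarization (620/688 nm) read before and after 90 min at 30 °C.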
ERG Ets-DNA blk – ERG Ets/DNA interaction inhibition. P11308. actives 0.028% (n = 370,000). AID 624246. fluorescence polarization, His-ERG Ets domain / labelled DNA. Potency, µM (titrated, usually from 76.9 µM), for inactives: top-dose FP activity, negative = inhibition, usual class: inhibitors; active = well fitted inhibition curve with a large enough effect in the polarisation, with a control signal flat; inconclusive = small, poorly fitted or top-dose-only effect, or effect the other way, or a change in a side signal; inactive = no such curve, though single readings can be large or run the other way; the % refers to the polarisation;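 also: polarization taken with two DNA probes labelled with fluorescein and Texas red; % of control where 0% means no effect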
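His-tagged ERG Ets domain (1 uM in the protein solution; 300mM KCl, 50mM Tris-HCl, 1mM EDTA, 1mM DTT, pH 7.5) received compound, then a probe mix of 5 nM fluorescein-DNA and 100nM Texas-615-DNA. Fluorescence polarization was read for both dyes.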
PGK inhibitor – T. brucei PGK inhibition | P07378 | PGK/GAPDH coupled, Kinase-Glo luminescence, 60 min | Potency, µM (doses to about 57.5 µM), without a hit: at the highest dose activity change, negative = inhibition, most hits filed as inhibitors | actives 0.043% (n = 380,000) | AID 602233; also: % is scaled to controls: 0 for no effect and ±100 for the full control effect; nearly all actives have a fitted effect of over 60% in size
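Luminescent ATP detection (Kinase-Glo Plus) follows a 60-minute room-temperature incubation, with wells lacking PGK as controls. Buffer: 100 mM TEA (pH 7.6), 5 mM MgCl2, 0.01% Tween-20. Coupling enzyme GAPDH (100 nM final) supplies unstable 1,3-BPG in-well.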
Pin1 inh – inhibitors of human Pin1 | actives 0.009% (n = 390,000) | Potency, µM (titrated, usually from 115 µM), inactives show at the top dose activity, negative = inhibition, most hits filed as inhibitors | AID 504891 | Pin1 FP peptide displacement, HiFluor488, 10 min | Q13526; active = well fitted inhibition curve with a large enough effect in the polarisation, with a control signal flat, not every such curve was filed as active; inconclusive = small, poorly fitted or top-dose-only effect, or effect the other way, or a change in a side signal; inactive = no such curve, though single readings can be large or run the other way; the % refers to the polarisation; also: % is scaled to controls: 0 for no effect and ±100 for the full control effect
Target sequence (Q13526 whole entry, looked up): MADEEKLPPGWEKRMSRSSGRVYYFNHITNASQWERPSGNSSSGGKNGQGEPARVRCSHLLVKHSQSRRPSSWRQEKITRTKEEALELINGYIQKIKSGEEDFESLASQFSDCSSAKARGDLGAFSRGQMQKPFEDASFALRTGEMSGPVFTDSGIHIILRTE
* = called active by the depositor; i = inactive; ? = inconclusive; nt = no result given; & = joins results of further samples; [ ] = dose if it differs, or a comment. Unless noted, calls follow the shape of the dose curve; as a rule, active = well fitted curve in the direction sought with a large enough effect; inconclusive = small, poorly fitted or top-dose-only effect, or another doubt; inactive = no such curve, though single readings can be large; an effect the other way counts as inactive or inconclusive. Potency is read from the fitted curve at half-maximal effect.

SMILES	rTrxR1 inhibitor	GLS inh	HP1b binding inh	ALOX12 inh	JMJD2A Tudor	RGS4 inhibitor	ERG Ets-DNA blk	PGK inhibitor	Pin1 inh
Cc1ccccc1-c1nc(CS(=O)(=O)CC(=O)NCCN2CCOCC2)c(C)o1	-6%[57.1 µM]	1%	30%	11%	-4%	-1%	6%	i	1%
CCn1c(C)c(CS(=O)(=O)c2ccccc2)[nH]c1=O	?	30%	10µM*	-12%	22µM*	-48%	-1%	-1%	2%
CC(NC(=O)CCCCCNC(=O)N1CCn2c1nc1ccccc12)c1ccccc1 (stereo not given)	-7%[57.1 µM]	1%	32%	-1%	-14%	3%[56.9 µM]	9%	3%	2%
O=C(CSc1nc2ccccc2c(=O)[nH]1)Nc1ccccc1N1CCOCC1	16%[57.1 µM]	-2%	25%	5%	-21%	-7%	-7%	-6%	7%
Clc1nc(NC2CCCC2)nc(N2CCOCC2)n1	10%[57.1 µM]	3%	-4%	-9%	?	-25%	-1%	4%	-1%
O=C1C(=O)N(c2cccc(Cl)c2)C(c2ccccc2[N+](=O)[O-])/C1=C(\O)c1ccccc1 (stereo not given)	-15%	15%	-8%	?	?	-5%	9%	4%	-1%
COc1cc2c(cc1OC)C(C)N(C(=O)Nc1ccccc1)CC2 (stereo not given)	12%[57.1 µM]	8%	3%	1%	-14%	26%	4%	-9%	0%
CN1/C(=C\C=C(C#N)C#N)C(C)(C)c2ccccc21	-4%	1%	16%	-5%	-17%	10%	-13%	5%	?
CCCOc1cccc(C2C(C(=O)c3cccs3)=C(O)C(=O)N2CCN2CCOCC2)c1 (stereo not given)	-15%	6%	24%	?	-1%	7%	3%	9%	7%
COc1ccc2oc(=N)c(-c3nnc4n3CCCCC4)cc2c1	-4%	nt	22%	0%	?	12%	5%	-3%	-3%
CCOc1cc(C(Nc2cc(C)ccn2)c2ccc3cccnc3c2O)ccc1OC (stereo not given)	1.3µM*	4%	14µM*	?	18µM*	?	8%	10%	32%[activator]
CCOc1ccc(-n2c(SCC(=O)N3CCC(C)CC3)nc3c([nH]c4ccccc43)c2=O)cc1	28%[57.1 µM]	2%	11%[57 µM]	-5%	0%	14%	6%	-4%	-6%
COc1ccc(Cl)cc1NC(=O)CN(C)CC(=O)Nc1ccc2c(c1)OCO2	-2%	0%	26%	-1%	-22%	-14%	-5%	-1%	-8%
COc1ccccc1-c1nnc(Sc2nc([N+](=O)[O-])nn2C)o1	?	1%	30%	6%	-11%	2%	3%	4%	-2%
CC(=O)Nc1cccc(C(=O)NC(C)c2ccc(-n3ccnc3)cc2)c1 (stereo not given)	-7%	1%	11%	0%	-14%	31%	3%	4%	-6%
O=C1CC(=O)C(n2cncn2)C(c2cccc(Cl)c2)C1 (stereo not given)	-2%[57.1 µM]	4%	14%	-23%	-13%	6%	-1%	-3%	-5%
O=C(COC(=O)c1ccccc1O)NC12CC3CC(CC(C3)C1)C2	-10%	5%	46%[activator]	-2%	-10%	-26%	nt	-1%	0%
CCN1CCN(c2ccc(S(=O)(=O)N3CCCCC3)cc2NC(=O)COc2ccc(Cl)cc2)CC1	16%	5%	-19%	?	?	5%	51%[activator]	8%	1%
O=C(Nc1nnc(-c2ccccc2)s1)c1cccc(S(=O)(=O)N2CCOCC2)c1	-21%	3%	13%	0%	79µM*	?	-4%	i	-10%
O=S(=O)(Nc1nc2c(s1)CCCC2)c1ccc2ccccc2c1	-1%	12%	9%	0%	?	-6%	-5%	-7%	-7%
COc1ccc(-c2cc(C(=O)NCc3ccco3)no2)cc1OC	3%[57.1 µM]	11%	11%	-1%	4%[57.1 µM]	18%[11.4 µM]	4%	1%	2%
CC1(c2ccccc2Cl)NC(=O)N(CC(=O)Nc2ccc(N3CCCCC3)cc2)C1=O (stereo not given)	13%	-6%	-24%	5%	?	-15%	-3%	-7%	9%
CCOC(=O)C1=C(Nc2ccc(OC)cc2)OCC1=O	1%	9%	-4%	0%	-9%	28%	-4%	-5%	-4%
Cc1ccc(NC(=O)CSc2ccc(S(=O)(=O)N3CCCC3)cn2)cc1F	21%	0%	44%[activator]	-5%	8%	-25%	-2%	-5%	2%
CC(C)(C)c1ccc(NC(=O)CSc2nnc(-c3n[nH]c4ccccc34)o2)cc1	10%[57.1 µM]	6%	31%	-32%	-16%	-40%	2%	3%	0%
The results go on:
SMILES	rTrxR1 inhibitor	GLS inh	HP1b binding inh	ALOX12 inh	JMJD2A Tudor	RGS4 inhibitor	ERG Ets-DNA blk	PGK inhibitor	Pin1 inh
CCOc1ccc(NC(=O)C(CC)n2nc(C)c3c(C)n(-c4ccccc4)nc3c2=O)cc1 (stereo not given)	-7%&11%	3%&-13%	49%&26%[activator]	-2%&-22%	-21%&-17%	4%[11.4 µM]	-1%&0%	-3%&-2%	4%&39%
CC(C)(C)OC(=O)N1O[C@H]2CC1[C@@H]1[C@@H]2N=NN1CCc1ccncc1	8%	-2%	33%	17%	0%	0%	5%	-7%	-12%
COc1ccc(S(=O)(=O)N2CCOCC2)cc1Cl	13%	-5%	35%	9%	-14%	7%	nt	8%[11.5 µM]	-10%
CCCc1cc(C(=O)N2CCN(C(c3ccccc3)c3ccccc3)CC2)no1	2%	-1%	57%[activator]	?	-6%	-6%	-5%	-4%	2%
Cc1cccc(C)c1OC(=O)CN(c1ccc(Cl)cc1)S(C)(=O)=O	3%	-11%	25%	-24%	19%	-29%	-3%	i	0%
Cc1ccc(CN2CC(C(=O)Nc3nnc(SCc4c(Cl)cccc4Cl)s3)CC2=O)cc1 (stereo not given)	-4%	16%	-6%	?	?	-6%	-2%	-1%	14%
Cc1csc(NC(=O)Nc2cccc(Cl)c2)n1	18%	5%	1%	-17%	-16%	12%	1%	-10%	10%
CCOC(=O)N1CCN(C(=O)Nc2ccc(NC(=O)N3CCN(C(=O)OCC)CC3)cc2)CC1	21%[57.1 µM]	-9%	49%[activator]	-44%	0%	-7%	-20%	-8%	-3%
COc1ccc(S(=O)(=O)N(CC(=O)NCc2ccccc2)c2ccc(C)cc2)cc1OC	2%	-5%	28%	0%	-7%	11%	-1%	-7%	2%
CCCCOc1ccccc1NC(=O)c1scc2c1OCCO2	28%	-5%	64%[activator]	143%[activator]	-6%	-8%	0%	i	4%
CC(=O)N1CCN(c2ccc(NC(=O)c3cccc(Cl)c3)cc2)CC1	23%	23%	62%[activator]	-3%	-20%	-21%[56.9 µM]	-2%	4%	1%
COc1ccc(OC)c(CCNC(=O)Cn2ccc3cc(S(=O)(=O)N4CCCCC4)ccc32)c1	35%	3%	45%	-2%	-35%	-6%	1%	-4%	15%
O=C(OCCOc1ccc(Br)cc1)c1ccc(Cl)c(S(=O)(=O)N2CCOCC2)c1	3%[57.1 µM]	1%	41%[activator]	-17%	-1%	17%	-3%	-5%	1%
O=C(CCc1ccc(S(=O)(=O)N2CCOCC2)cc1)Nc1ccc(N2CCOCC2)cc1	-6%	24%	19%	0%	4%	-13%	0%	9%	-2%
COc1ccc(-c2cc(=O)c3ccc(O)cc3o2)cc1	1%[57.1 µM]	-9%	30%	-3%	-10%	7%	35%[activator]	10%	?
Cc1cc(OCC(=O)OCC(=O)NCC2CCCO2)ccc1Cl (stereo not given)	39%	2%	35%	3%	10%	-11%	1%	5%	-2%
O=C1NC(=O)c2cc([N+](=O)[O-])cc3cccc1c23	6%[57.1 µM]	2%	2%	-5%	-12%	5%	1%	-1%	10%
O=C(NCCOc1ccccc1)C1CCC(=O)N(CCCN2CCOCC2)C1 (stereo not given)	15%	5%	36%	-6%	-15%	6%	2%	0%	-1%
Cc1cccc(N2CC(O)(c3cccs3)[N+]3=C2CCCC3)c1 (stereo not given)	24%[57.1 µM]	-9%	35%[activator]	-17%	8%	1%	-2%	0%	-3%
Cc1ccc(N2CCN(C(=O)c3cn(C)c4ccc(S(=O)(=O)N(C)C)cc4c3=O)CC2C)cc1 (stereo not given)	-13%	6%	11%	?	-18%	10%	?	2%	1%
CCOc1ccc2nc(N/C(N)=N/S(C)(=O)=O)nc(C)c2c1	8%	-1%	67%[activator]	10%	-2%	2%	-22%	6%	?
CC(C)CCn1c(Oc2ccccc2F)nc2c1c(=O)n(C)c(=O)n2C	11%[57.1 µM]	1%	26%	-6%	-26%	5%	2%	-5%	3%
CCCCCN(C(=O)CCC(=O)OCC(=O)N1CCCCC1)c1c(N)n(CCCC)c(=O)[nH]c1=O	-10%	-1%	45%[activator]	-5%	6%	15%	2%	6%	?
COc1ccccc1NC(=O)CSC1=NC(=O)C(Cc2ccccc2)C(=O)N1 (stereo not given)	38%[activator]	2%	8%	-1%	1%	6%	-22%	i	-1%

A section taken from the entries so far:
SMILES	rTrxR1 inhibitor	GLS inh	HP1b binding inh	ALOX12 inh	JMJD2A Tudor	RGS4 inhibitor	ERG Ets-DNA blk	PGK inhibitor	Pin1 inh
Cc1ccccc1-c1nc(CS(=O)(=O)CC(=O)NCCN2CCOCC2)c(C)o1	-6%[57.1 µM]	1%	30%	11%	-4%	-1%	6%	i	1%
CCn1c(C)c(CS(=O)(=O)c2ccccc2)[nH]c1=O	?	30%	10µM*	-12%	22µM*	-48%	-1%	-1%	2%

These rows are one share of the data; count on the stated rates, not on these rows.
